PERK inh: blocks human PERK kinase. inhibition, % at 5.6 µM. CHO PERK-DD fusion, SEAP luminescence translation reporter. actives 0.17% (n = 220,000);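 active = inhibition above the mean inhibition of all tested compounds plus 3 SD, set separately per screening campaign, cut at about 2.9% in these data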;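 note: PERK kinase domain activated by AP20187 dimerizer at 100 nM; 0% = DMSO with dimerizer and 100% = rapamycin at 8.4 µM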
Hck-Nef inh: blocks Nef-activated human Hck kinase. Recombinant Hck-YEEI plus Nef, Z-Lyte FRET kinase assay. P08631. actives 0.68% (n = 220,000). inhibition, % at 20 µM;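 active = Hck-Nef kinase inhibition above about 50%, limit read from the data; inactive = inhibition below that limit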;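 note: 0% = DMSO with Hck plus Nef and 100% = Hck alone without Nef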
TNF death inh: blocks TNF-alpha induced death of Jurkat FADD-/- cells; activation (protection from cell death), % at 10 µM; AID 463075; Jurkat FADD-/- TNF necroptosis rescue, ATP luminescence, 24 h; 0 = TNF only, 100 = no-TNF cells; actives 0.068% (n = 220,000);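 active = activation, meaning protection from cell death, of at least 50% relative to plate controls; inactive = activation below 50%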;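 note: necroptosis triggered by 40 ng/mL TNF-alpha added together with compound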
L929 necroptosis: blocks zVAD induced death of L929 cells; viability rescue, % at 10 µM; AID 1377; actives 0.38% (n = 220,000); L929 zVAD necroptosis rescue, ATP luminescence, 24 h; with zVAD 60 µM;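 active = activation, scaled between plate controls, above about 75%, limit read from the data; inactive = activation under that limit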;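 note: 0% = zVAD with DMSO and 100% = DMSO alone without zVAD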
EP2 antag: EP2 receptor (human) inhibition. actives 0.52% (n = 260,000). C6 glioma cells expressing human EP2, cAMP TR-FRET; cells stimulated with saturating PGE2. AID 1422. inhibition, % at 25 µM. P43116;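 active = percent inhibition above 40 after rounding to a whole number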;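 note: rat C6 glioma host cells with rolipram phosphodiesterase inhibitor present; the protocol text gives 20 µM as final concentration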
Target sequence (P43116 whole entry, looked up): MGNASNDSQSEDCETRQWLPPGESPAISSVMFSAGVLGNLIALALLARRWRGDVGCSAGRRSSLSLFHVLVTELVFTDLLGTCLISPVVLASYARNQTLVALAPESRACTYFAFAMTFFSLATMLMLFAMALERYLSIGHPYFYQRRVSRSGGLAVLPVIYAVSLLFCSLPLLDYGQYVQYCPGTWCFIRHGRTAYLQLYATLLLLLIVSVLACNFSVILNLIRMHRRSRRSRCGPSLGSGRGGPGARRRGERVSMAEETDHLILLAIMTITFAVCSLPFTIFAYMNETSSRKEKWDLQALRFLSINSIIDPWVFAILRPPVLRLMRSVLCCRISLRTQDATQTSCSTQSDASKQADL
Runt-SMMHC FRET: Runt domain-CBFb-SMMHC interaction inhibition. Q01196+Q13951. Cerulean-Runt/Venus-CBFb-SMMHC FRET ratio 530/480, 1 h. inhibition, % at 20 µM. actives 0.74% (n = 220,000). AID 1434;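 active = mean inhibition across duplicate retests at 20 µM reaching about 50%, limit read from the data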;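 note: 0% = DMSO wells and 100% = wells with excess untagged CBFb-SMMHC; inhibitors lower the FRET ratio by blocking Runt binding to CBFb-SMMHC; some results filed as inactive read as strong as hits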
Target sequence (Q01196 whole entry, looked up, the tested form may be a part): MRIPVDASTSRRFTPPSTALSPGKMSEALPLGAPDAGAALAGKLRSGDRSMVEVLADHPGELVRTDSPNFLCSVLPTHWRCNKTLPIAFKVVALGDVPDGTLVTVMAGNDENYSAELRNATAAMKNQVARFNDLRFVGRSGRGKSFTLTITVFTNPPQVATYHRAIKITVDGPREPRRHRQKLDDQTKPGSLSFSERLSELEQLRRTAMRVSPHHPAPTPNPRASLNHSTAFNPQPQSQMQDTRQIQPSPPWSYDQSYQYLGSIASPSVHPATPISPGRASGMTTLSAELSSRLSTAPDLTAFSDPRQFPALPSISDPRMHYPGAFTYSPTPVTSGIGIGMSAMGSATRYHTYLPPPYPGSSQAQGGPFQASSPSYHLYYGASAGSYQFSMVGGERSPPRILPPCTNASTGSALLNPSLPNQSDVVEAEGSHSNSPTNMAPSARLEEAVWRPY
Target sequence (Q13951 whole entry, looked up, the tested form may be a part): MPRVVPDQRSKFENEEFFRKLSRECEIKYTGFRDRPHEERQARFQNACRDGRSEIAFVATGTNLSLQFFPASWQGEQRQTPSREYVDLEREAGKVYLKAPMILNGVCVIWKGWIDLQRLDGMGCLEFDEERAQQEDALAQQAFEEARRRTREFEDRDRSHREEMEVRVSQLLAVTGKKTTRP
RBBP9 inhibitor: human RBBP9 hydrolase inhibition; O75884; recombinant RBBP9, FP-Rh probe fluorescence polarization; inhibition, % at 7.94 µM; actives 0.2% (n = 220,000);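 active = inhibition above the campaign mean of all tested compounds plus 3 SD, cut at about 14% in these data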;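 note: plate controls were DMSO wells with RBBP9 for no effect and wells lacking RBBP9 protein for full effect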
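Controls: DMSO-treated enzyme wells and wells lacking RBBP9 | Material: RBBP9 protein | Technique: Fluorescence polarization | Replication: Single well per compound, no replicates | Buffer or medium: Tris-NaCl-Pluronic buffer, pH 8.0 | Timing: 30 min compound preincubation, 45 min probe labeling, 25 °C | Read-out basis: Percent inhibition from mP, scaled between DMSO and no-protein wells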
Runt-CBFb FRET: blocks binding of human RUNX1 Runt domain to CBFb; Q01196+Q13951; Cerulean-Runt/Venus-CBFb FRET ratio 530/480, 1 h; actives 0.46% (n = 220,000); inhibition, % at 20 µM;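 active = inhibition over about 50% at 20 µM in the single-dose screen, limit read from the data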;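 note: 0% = DMSO wells and 100% = excess unlabeled CBFb competitor control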
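test system = Cerulean-Runt domain fusion protein, energy donor | probe or stimulus = Venus-CBFb binding partner, 100 nM | incubation = two 1 h room-temperature incubations shielded from light | detection = fluorescence energy transfer, 422 nm excitation, 530/480 nm emission | measure = loss of energy transfer signal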
EP2 mod: modulators of human EP2 prostaglandin E2 receptor; P43116; EP2-expressing cells, cAMP HTRF FRET, PGE2 co-stimulation; actives 0.83% (n = 260,000); induction, % at 25 µM; AID 940;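 active = compounds whose cAMP rise, as percent of the full-agonist control response, exceeds 60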;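 note: rat C6 glioma line stably carrying human EP2 under a CMV promoter; the protocol text gives 20 µM as final concentration; 100% = response of wells given 1 µM PGE2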
* = called active by the depositor; / = not tested or not shown; + = active, no number; & = joins results of further samples. An excerpt; count on the stated rates, not on these rows.

SMILES	PERK inh	Hck-Nef inh	TNF death inh	L929 necroptosis	EP2 antag	Runt-SMMHC FRET	RBBP9 inhibitor	Runt-CBFb FRET	EP2 mod
COc1ccccc1Cn1c(-c2ccco2)nc2nc3ccccc3nc21	-0.7	0	-0.5	0.2	34	/	-5	/	/
CC1CCCC(NC(=O)COC(=O)COc2ccc(Cl)cc2)C1C (stereo unspecified)	0.9	-17	-0.2	-1.0	2	-1	-2	-1	9
COc1ccc(C2N=C(N)N=C(N)N2c2ccccc2OC)cc1OC (stereo unspecified)	0.7	1	-1.0	0.0	6	4	7	/	22
CC(=O)N1CCC(c2c[nH]c3ccccc23)CC1	0.9	3	-2.3	0.3	6	2	-4	0	0
CCc1ccc(Nc2cc(=O)n(C3CCCCC3)c(=O)[nH]2)cc1	-1.1	10	-1.8	0.2	30	-3	4	1	6
O=C(c1cnccn1)N1CCc2c([nH]c3ccccc23)C1c1cccc(Cl)c1 (stereo unspecified)	0.2	1	-2.0	-0.3	3	0	-4	0	-3
CC(C)n1nnnc1SCC(=O)NNC(=O)C1CCCCC1	1.6	0	-1.2	-0.1	6	1	-4	0	8
CC(=O)NC(=S)NNC(=O)CCc1ccccc1	2.2	22	0.0	1.2	3	0	3	12	13
Cc1cccn2c(=O)c3cc(C(=O)NC(C)c4ccccc4)c(=N)n(CCCn4ccnc4)c3nc12 (stereo unspecified)	-0.1	+	-4.1	-0.7	22	88*	-10	38	-31
Cc1ccc([N+](=O)[O-])cc1NCC(=O)NN	1.3	-1	-0.6	0.5	8	0	-6	2	28
COc1cc(NC(=O)CSc2nccc(C)n2)c(C(=O)O)cc1OC	0.3	-2	0.7	0.8	8	1	-1	0	20
O=C(O)c1ccccc1NC(=O)C1CCCO1 (stereo unspecified)	0.7	-1	-0.2	-0.1	1	-1	-2	0	13
Cn1c(CN2CCCC2)nc2cc(NC(=O)c3ccco3)ccc21	0.0	-4	-1.7	0.4	10	2	-3	1	4
Cn1c(C(=O)NC2CCCCC2)cc2sccc21	-0.5	-1	1.0	0.1	12	1	-5	-2	-42
CCOC(=O)NC(=O)COC(=O)Cc1cc(OC)c(OC)c(OC)c1	-0.2	2	0.6	0.1	8	4	-4	1	-2
O=C1S/C(=C/c2ccc(N3CCOCC3)o2)C(=O)N1Cc1c(F)cccc1Cl	0.0	-3	-5.5	-0.3	5	27	2	13	33
CC(NC(=O)c1ccccc1)c1nc2ccccc2n1Cc1ccc(C#N)cc1 (stereo unspecified)	-1.4	0	-3.7	-0.5	12	1	-1	1	-4
Cc1ncsc1CCC(=O)N1CCCC(C(=O)c2ccc3c(c2)OCO3)C1 (stereo unspecified)	-0.2	22	1.7	2.4	0	-2	-12	-1	-4
COCCCNC(=O)CS(=O)(=O)Cc1nc(-c2ccccc2C)oc1C	0.1	4	-1.5	1.2	13	4	10	1	2
O=C(CSc1nc2ccccc2o1)NCc1n[nH]c(=O)c2ccccc12	1.2	1	-2.2	0.0	/	0	-7	-1	2
Cc1ccc(NS(=O)(=O)c2ccc(OCC(=O)NCc3cccnc3)cc2)cc1	-1.0	0	-0.9	0.3	3	0	-6	-2	-5
CCOc1ccc(OCC)c(NC(=O)C2CCCN(c3ncccn3)C2)c1 (stereo unspecified)	0.0	2	-3.9	0.5	3	-1	7	1	25
Cc1ccc(NC2=Nc3ccccc3CS2)cc1	0.7	1	-1.6	1.6	16	0	-2	-5	18
Cn1c(C(=O)NCc2ccccc2)cc2oc3ccccc3c21	-0.9	-1	-1.2	-0.6	10	-5	-5	4	-43
CCn1cc(Br)c(C(=O)NCc2ccco2)n1	-0.7	10	-1.8	-0.2	11	1	-6	4	6
Nc1c(C(=O)Nc2ccccc2)sc2nc(-c3ccco3)ccc12	1.0	-1	-3.6	-0.1	13	-14	11	10	-60
O=C(CCSc1nnc(-c2ccncc2)o1)Nc1cccc(Cl)c1	1.1	22	2.5	2.2	8	2	-3	2	-52
CC(C)Cc1nnc(NC(=O)CCN2C(=O)c3ccccc3C2=O)s1	-0.2	-1	1.1	1.4	10	1	-9	0	9
COc1cc(/C=C2\SC(=Nc3cccnc3)NC2=O)cc(OC)c1OC	1.8	17	3.0	0.7	9	-21	-10	-7	6
COCCCNC(=O)c1c(N)n(-c2ccc3c(c2)OCO3)c2nc3ccccc3nc12	-1.2	12	-3.1	84*	20	9	-2	1	/
CCCn1c(C)cc(C(=O)COC(=O)c2c(C)nn(-c3ccccc3)c2C)c1C	-1.6	11	-0.9	0.2	9	-1	-5	-1	4
O=C(N/N=C/c1cc2ccccc2nc1Cl)c1ccncc1	0.3	22	-3.5	5.7	13	1	-8	1	-26
CC1CCc2c(sc(NC(=O)COC(=O)c3ccccc3NCc3ccco3)c2C#N)C1 (stereo unspecified)	0.3	0	-2.7	-0.1	4	-5	-5	3	-9
CCN(CC)c1nc(N(CC)CC)[nH]c(=O)n1	-0.4	-6	0.2	/	10	/	-12	/	/
Cc1ccc(N2CC(C(=O)NCc3cccnc3)CC2=O)cc1 (stereo unspecified)	1.7	6	-1.5	-0.6	3&7	0	-6	2	17&-33
CCCCn1nc2cc(C(=O)NCCCCc3ccccc3)ccc2c1OCC	0.2	1	-0.7	0.7	9	-3	-1	-3	-15
c1ccc(N2CC[N+]3(CCCC3)CC2)nc1	0.6	2	-2.0	-0.1	5	-1	-4	2	8
O=C(CN1CCCCCC1)Nc1ccccc1Oc1ccccc1	0.9	4	-3.1	-0.9	9	1	-5	0	70*
Cn1cc(C(=O)CCl)c2ccccc21	0.6	26	-1.4	-0.7	11	0	-9	2	-17
COc1cccc2sc(N(CCN(C)C)C(=O)/C=C/c3cccs3)nc12	1.3	-24	-15	30	10	-10	-5	-4	-5
Cc1ccc(C)c(NC(=S)NCCSc2ccc(Cl)cc2)c1	1.1	-1	-10	-0.9	3	5	-8	-1	-8
CC(=O)Oc1ccc(OC(C)=O)c(SCCCCCN2CCOCC2)c1	1.1	1	-23	0.1	9	-1	12	5	-4
CC(=O)c1c(N2CCOCC2)nc2ccc(Cl)cc2c1-c1ccccc1	-0.3	-18	-0.5	0.7	12	-3	0	-3	45
CCN(CC)c1ncnc2c1[nH]c1ccccc12	-0.6	-6	-0.3	0.9	22	3	-9	1	-39
CC[C@H](C)[C@H](NC(N)=O)C(=O)NCCc1ccc(OC)c(OC)c1	-0.4	-37	1.3	3.0	10	0	1	0	10
O=C(N/N=C/c1cccn1-c1ccccc1)c1ccncc1	1.1	23	4.6	2.2	4	0	-9	0	-46
O=C(NC1CCCCC1)n1c(=O)oc2cc(S(=O)(=O)N3CCCCC3)ccc21	1.6	4	-1.1	1.4	9	-3	0	0	2
COc1cc(/C=C(\C#N)C(=O)c2c(C)[nH]c3ccccc23)cc(OC)c1OC	0.2	2	-1.0	1.6	9	-3	-12	-2	-14
CN(c1ccccc1)c1ccc(/C=N/N2CCOCC2)cc1	1.0	3	1.2	2.0	5	-1	-3	0	5
O=C(Cn1nnc(-c2ccccc2)n1)OC1CCOC1=O (stereo unspecified)	-0.9	1	-2.6	1.0	9	-1	-4	-2	17
CN(C)C(=O)c1ccc(-c2nnc(NCc3ccccc3)c3ccccc23)cc1	-0.3	3	2.4	75*	2	2	-2	-2	-9
O=C(Nc1ccccc1N1CCOCC1)c1ccc2c(c1)C(=O)N(Cc1ccncc1)C2=O	0.0	3	-1.9	0.4	8	4	-5	-1	15
Cc1ccc(O)c(-c2cc3ccccc3[nH]2)c1	1.3	8	-3.0	-0.5	9	-2	1	3	-25
Cc1nc2sc3c(O)cc(=O)[nH]c3c2c(C)c1C	-0.7	1	0.6	-0.8	/	29	-4	43	23
CCOc1cc(N2CCOCC2)c(OCC)cc1NC(=O)CSc1n[nH]c(N)n1	0.4	19	0.0	1.0	7	-3	-10	3	-15
CCOC(=O)N1CCC(NC(=O)C2CCCN(C(=O)N3CCOc4ccccc43)C2)CC1 (stereo unspecified)	-0.7	-5	1.1	-0.7	12	1	-5	0	5
CCC(C)[C@H](NC(=O)Nc1ccccc1F)C(=O)O (stereo partly specified)	0.6	15	1.3	-0.4	9	1	-8	2	6
CC(C)CC(C(=O)OCC(=O)Nc1ncc(Cl)cc1Cl)N1C(=O)c2ccccc2C1=O (stereo unspecified)	0.0	1	0.0	0.0	2	0	1	-4	37
Cc1ccc2nc(-c3cccc(N)c3)oc2c1	-0.6	1	-4.4	-0.4	12	3	2	0	-22
Cc1cccc(Oc2nc(-c3ccccn3)nc3ccccc23)c1	-0.1	-1	-4.1	0.8	13	2	-12	-3	47

Remaining list, next part:
SMILES	PERK inh	Hck-Nef inh	TNF death inh	L929 necroptosis	EP2 antag	Runt-SMMHC FRET	RBBP9 inhibitor	Runt-CBFb FRET	EP2 mod
CCC(C)NC(=O)c1ccc(CS(=O)(=O)Cc2ccc(Cl)cc2)o1 (stereo unspecified)	-0.5	-1	0.8	0.3	4	0	3	0	-27
COc1ccc(CN2C(=O)CS/C2=N/N=C/c2cccs2)cc1	1.1	23	1.3	0.7	9	2	-9	1	9
c1ccc2c(-n3cnnn3)cccc2c1	0.9	2	-2.5	-0.1	2&8	-5	-3	-3	-8&-13
CCn1c(COc2ccc(=O)n(-c3ccccc3)n2)nnc1SC	0.0	17	0.3	-0.6	-1	0	-8	-2	14
Cc1ccc(N(C(=O)c2sc(C)nc2C)C(C(=O)NC(C)(C)C)c2ccncc2)cc1 (stereo unspecified)	-0.2	22	0.2	0.3	2	-1	-2	1	-4
CCOc1ccc(NC(=O)C2CCCN(S(=O)(=O)c3c(C)n[nH]c3C)C2)cc1 (stereo unspecified)	0.2	-3	-0.2	-0.2	0	0	-15	2	-7
CCOC(=O)CSc1n[nH]c(NC(=O)c2cccc(C(F)(F)F)c2)n1	1.1	0	-2.5	-0.2	8	-4	-12	2	16
CCOC(=O)c1nc(NCc2ccccc2F)c2ccccc2n1	0.5	20	-0.6	4.1	0	2	-10	-3	-4

A different layout for 4 compounds above.
Values run as follows: PERK inh	Hck-Nef inh	TNF death inh	L929 necroptosis	EP2 antag	Runt-SMMHC FRET	RBBP9 inhibitor	Runt-CBFb FRET	EP2 mod
CCOC(=O)CSc1n[nH]c(NC(=O)c2cccc(C(F)(F)F)c2)n1
 : 1.1	0	-2.5	-0.2	8	-4	-12	2	16
CCC(C)NC(=O)c1ccc(CS(=O)(=O)Cc2ccc(Cl)cc2)o1 (stereo unspecified)
 : -0.5	-1	0.8	0.3	4	0	3	0	-27
Cc1ccc(N(C(=O)c2sc(C)nc2C)C(C(=O)NC(C)(C)C)c2ccncc2)cc1 (stereo unspecified)
 : -0.2	22	0.2	0.3	2	-1	-2	1	-4
CCn1c(COc2ccc(=O)n(-c3ccccc3)n2)nnc1SC
 : 0.0	17	0.3	-0.6	-1	0	-8	-2	14

Screens from PubChem BioAssay.
